H9c2 protect: myocardial damage modulation in H9c2 cells; H9c2 cardiomyocytes, H2O2 injury protection, ATPLite, 2 h; protection from H2O2 cell death, % at 20 µM; actives 0.63% (n = 360,000); AID 588492;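 active = compounds giving at least 50% protection of heart cells from peroxide-induced death in the single-dose screen, raw or plate-pattern-corrected value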;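 also: 0% = DMSO wells with peroxide and 100% = DMSO wells without peroxide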
PDI turbidity: inhibitors of human protein disulfide isomerase; P07237; inhibition, % at 10 µM; actives 0.052% (n = 350,000); PDI insulin aggregation turbidity, A650, 90 min;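 active = mean inhibition across replicates of 30% or more, whatever share of single replicates reach that level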;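 also: absorbance from insulin aggregation driven by PDI reduction with DTT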
Target sequence (P07237 whole entry, looked up): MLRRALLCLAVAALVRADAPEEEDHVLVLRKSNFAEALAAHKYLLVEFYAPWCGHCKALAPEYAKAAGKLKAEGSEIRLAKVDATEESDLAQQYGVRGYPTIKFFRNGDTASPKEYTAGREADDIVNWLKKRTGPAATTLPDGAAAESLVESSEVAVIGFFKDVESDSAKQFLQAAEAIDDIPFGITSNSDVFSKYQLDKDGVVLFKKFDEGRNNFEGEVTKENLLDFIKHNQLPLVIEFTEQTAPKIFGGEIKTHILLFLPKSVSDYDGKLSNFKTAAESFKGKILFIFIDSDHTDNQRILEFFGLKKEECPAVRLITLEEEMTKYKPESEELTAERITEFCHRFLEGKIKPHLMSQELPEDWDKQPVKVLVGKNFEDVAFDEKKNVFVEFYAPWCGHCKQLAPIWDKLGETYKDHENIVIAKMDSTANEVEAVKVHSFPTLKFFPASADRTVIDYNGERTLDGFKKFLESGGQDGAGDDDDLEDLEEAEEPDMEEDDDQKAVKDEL
ABHD5 PLIN5 PPI: ABHD5-PLIN5 protein interaction inhibition | inhibition, % at 4 µM | actives 0.78% (n = 360,000) | Split G. princeps luciferase complementation, luminescence, 4 h | AID 602281 | Q00G26+Q8WTS1;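 active = inhibition above the mean inhibition across every tested compound plus 3 SD, cut at about 22% in these data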;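 also: 0% = DMSO only wells and the 100% control is not disclosed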
ABCB6 inh 2: human ABCB6 transporter inhibition; K562-ABCB6 porphyrin accumulation, flow cytometry, 1 h; active compounds read low; fluorescence ratio to DMSO, % at 10 µM; actives 0.19% (n = 360,000);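 active = fluorescence ratio to DMSO below 75%, the collection mean minus 3 SD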;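 also: signal is porphyrin accumulated inside mitochondria; 100% equals median channel fluorescence of DMSO control wells; lower ratio means ABCB6 inhibition with less porphyrin fluorescence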
MC4R antagonist: antagonists of human melanocortin 4 receptor (MC4R). MC4R-expressing cells, MTII-stimulated cAMP, LANCE TR-FRET. inhibition, % at 6.5 µM. actives 0.48% (n = 360,000). AID 540295;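 active = inhibition above its plate's cutoff, the mean of tested wells on that plate plus 3 SD, cut at about 29% in these data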;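 also: 0% = Melanotan II alone and 100% = Melanotan II plus saturating MCL0020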
Target sequence (P32245 whole entry, looked up): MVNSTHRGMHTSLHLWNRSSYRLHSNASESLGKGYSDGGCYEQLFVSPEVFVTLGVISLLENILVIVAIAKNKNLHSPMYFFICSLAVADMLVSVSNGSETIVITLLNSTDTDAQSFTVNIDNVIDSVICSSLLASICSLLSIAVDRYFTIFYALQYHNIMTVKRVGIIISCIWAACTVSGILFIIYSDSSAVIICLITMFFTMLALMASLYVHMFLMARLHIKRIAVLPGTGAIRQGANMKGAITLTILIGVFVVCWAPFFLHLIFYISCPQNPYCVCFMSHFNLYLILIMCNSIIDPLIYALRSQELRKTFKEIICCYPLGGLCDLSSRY
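Material – human MC4R-expressing U2OS cells · Repeats – no replicates · Detection – TR-FRET with Eu-cAMP and labeled anti-cAMP, 671 nm · Times – compound 30 min, challenge 1 h, detection 1 h · Compound – single nominal compound dose of 6.5 µM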
MC4R barr agon: activates human MC4R beta-arrestin recruitment | U2OS MC4R beta-arrestin complementation, luminescence; percent of melanotan II response, DMSO zero | activation, % at 8.9 µM | actives 0.98% (n = 360,000) | AID 540308;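 active = activation above a per-plate cutoff, the mean activation of sample wells on that plate plus 3 SD, cut at about 8% in these data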
Granule exo inh: blocks lytic granule exocytosis. TALL-104 LAMP-1 surface exposure, flow cytometry; cells stimulated with thapsigargin and PMA. inhibition, % at 10 µM. actives 0.66% (n = 360,000). AID 651702;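 active = inhibition above about 55%, limit read from the data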
CaV13 ICDI inh: Disruptors of the CACNA1D IQ motif to Ca2+-dependent inactivation inhibitor domain association, primary screening, Förster resonance energy transfer in intact living …; HEK cells, CFP/YFP FRET ICDI-IQ, plate reader, 10 min; percent FRET-ratio fall versus neutral wells; inhibition, % at 12.3 µM; actives 0.098% (n = 340,000);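 active = mean replicate inhibition of at least 30% and at least 1% of replicates passing that level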;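 also: 0% = median of the neutral control wells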
Glyco luc inh: N-linked glycosylation inhibition; D54 ERlucT glycosylation luciferase reporter, 24 h; percent of 100 nM tunicamycin response; reporter increase, % at 12.5 µM; actives 0.23% (n = 360,000);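 active = mean luciferase reporter signal, scaled so untreated is 0 and the glycosylation-blocking control 100, at or above a set limit in every replicate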;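 also: luciferase carries N-glycosylation sites so blocking glycosylation raises the light; 0% = median of neutral control wells and 100% = median of 100 nM tunicamycin wells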
HTR2A ag: agonists of mouse serotonin 5-HT2A receptor (HTR2A) | activation, % at 7.6 µM | CHO-K1 mHTR2A beta-arrestin complementation, luminescence; percent of 30 µM serotonin response | actives 0.66% (n = 360,000) | AID 624169 | P35363;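 active = activation above a run cutoff, the mean activation of all tested compounds plus 3 SD, cut at about 14% in these data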;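 also: 0% = plate median of compound wells and 100% = 30 µM serotonin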
* marks the source's active call; other numbers are inactive results.

CN1CCN(c2cc3c(cc2F)c(=O)c(C(=O)O)cn3CCF)CC1 was read as H9c2 protect 9, PDI turbidity 4, ABHD5 PLIN5 PPI 3, ABCB6 inh 2 103, MC4R antagonist 13, MC4R barr agon 2.5, Granule exo inh 6, CaV13 ICDI inh -6, Glyco luc inh 2 and HTR2A ag 0.
CC(=O)N1CCCC(C(=O)c2ccc3c4c(cccc24)CC3)C1 (centres undefined) was read as H9c2 protect 6, PDI turbidity 1, ABHD5 PLIN5 PPI -1, ABCB6 inh 2 109, MC4R antagonist 10, MC4R barr agon -3.3, Granule exo inh -7, CaV13 ICDI inh -5, Glyco luc inh 5 and HTR2A ag -3.
For COc1ccc(S(=O)(=O)Cc2ccc(C(=O)N3CCN(c4cc(C)ccc4C)CC3)o2)cc1 the results were H9c2 protect 1, PDI turbidity -6, ABHD5 PLIN5 PPI -1, ABCB6 inh 2 100, MC4R antagonist 2, MC4R barr agon 0.2, Granule exo inh 36, CaV13 ICDI inh -4, Glyco luc inh 0 and HTR2A ag -5.
`CNC[C@H]1Oc2ccc(NC(=O)Nc3ccccc3)cc2CC(=O)N([C@H](C)CO)C[C@H]1C` gave H9c2 protect 13, PDI turbidity 2, ABHD5 PLIN5 PPI 4, ABCB6 inh 2 102, MC4R antagonist 7, MC4R barr agon -1.0, Granule exo inh -6, CaV13 ICDI inh -4, Glyco luc inh 3 and HTR2A ag -2.
`Cc1cc(Cl)ccc1C(O)c1ncc(-c2cccc(C(F)(F)F)c2)[nH]1` (centres undefined) gave H9c2 protect -26, PDI turbidity 1, ABHD5 PLIN5 PPI -10, ABCB6 inh 2 97, MC4R antagonist -1, MC4R barr agon 4.9, Granule exo inh 9, CaV13 ICDI inh -4, Glyco luc inh -3 and HTR2A ag -2.
For C=CCSc1nnc2c(n1)OC(c1ccccn1)N(C(C)=O)c1ccccc1-2 (centres undefined) the results were H9c2 protect -4, PDI turbidity 25, ABHD5 PLIN5 PPI 1, ABCB6 inh 2 95, MC4R antagonist 1, MC4R barr agon 0.9, Granule exo inh 2, CaV13 ICDI inh -1, Glyco luc inh -2 and HTR2A ag 0.
Screening CSc1ncccc1C(=O)OCC(=O)c1cc2ccccc2o1 returned H9c2 protect -7, PDI turbidity -3, ABHD5 PLIN5 PPI -2, ABCB6 inh 2 102, MC4R antagonist 14, MC4R barr agon -0.1, Granule exo inh 0, CaV13 ICDI inh -10, Glyco luc inh -2 and HTR2A ag 2.
For Cc1ccc(Nc2cc(C)nc3ncnn23)c(Cl)c1 the results were H9c2 protect -15, ABHD5 PLIN5 PPI 0, ABCB6 inh 2 87, MC4R antagonist -4, MC4R barr agon 0.9, Granule exo inh 4, CaV13 ICDI inh -11, Glyco luc inh -1 and HTR2A ag -6.
For CC(C)(C)c1ccc(OCCC(=O)Nc2cccc(S(=O)(=O)N3CCCCC3)c2)cc1 the results were H9c2 protect -9, PDI turbidity -6, ABHD5 PLIN5 PPI -13, ABCB6 inh 2 96, MC4R antagonist 11, MC4R barr agon 1.9, Granule exo inh 0, CaV13 ICDI inh -5, Glyco luc inh -6 and HTR2A ag 0.
Screening O=C(Cc1cccs1)N=Nc1c(O)[nH]c2ccccc12 returned H9c2 protect -2, PDI turbidity 9, ABHD5 PLIN5 PPI -1, ABCB6 inh 2 99, MC4R antagonist -13, MC4R barr agon -2.7, Granule exo inh -4, CaV13 ICDI inh -2, Glyco luc inh 1 and HTR2A ag -2.
Cc1[nH]c2ccccc2c1/C=N/NC(=O)c1ccccc1 was read as H9c2 protect 3, PDI turbidity 2, ABHD5 PLIN5 PPI 0, ABCB6 inh 2 96, MC4R antagonist 1, MC4R barr agon -2.2, Granule exo inh -4, CaV13 ICDI inh -14, Glyco luc inh -1 and HTR2A ag -1.
O=S(=O)(NC1CC1)c1ccc(Cl)cc1 was read as H9c2 protect 4, PDI turbidity -2, ABHD5 PLIN5 PPI 12, ABCB6 inh 2 101, MC4R antagonist 4, MC4R barr agon 0.0, Granule exo inh -6, CaV13 ICDI inh -6, Glyco luc inh 2 and HTR2A ag 0.
COc1ccccc1C(=O)NCCC(=O)NC1CCCCC1C (centres undefined) was read as H9c2 protect -2, PDI turbidity 7, ABHD5 PLIN5 PPI -4, ABCB6 inh 2 101, MC4R antagonist 3, MC4R barr agon -2.0, Granule exo inh -2, CaV13 ICDI inh -6, Glyco luc inh 1 and HTR2A ag 9.
`Cn1cc(CN2CCCC(C(=O)Nc3ccc(-c4cccc(F)c4)cc3)C2)cn1` (centres undefined) gave H9c2 protect 3, PDI turbidity 13, ABHD5 PLIN5 PPI 13, ABCB6 inh 2 105, MC4R antagonist 2, MC4R barr agon -2.5, Granule exo inh 3, CaV13 ICDI inh -3, Glyco luc inh -2 and HTR2A ag -12.
For Cc1cccc(NC(=O)C2CC(=O)N(c3ccccc3)C2)c1C (centres undefined) the results were H9c2 protect 6, PDI turbidity 0, ABHD5 PLIN5 PPI 8, ABCB6 inh 2 104, MC4R antagonist -7, MC4R barr agon -0.5, Granule exo inh 6, CaV13 ICDI inh -1, Glyco luc inh -1 and HTR2A ag 1.
O=C(OCc1ccccc1)N1CCC2CC1c1cc(N3CCN(C(=S)NCCc4ccccc4)CC3)ccc12 (centres undefined) was read as H9c2 protect -3, ABHD5 PLIN5 PPI -4, ABCB6 inh 2 95, Granule exo inh 1, CaV13 ICDI inh -7, Glyco luc inh -4 and HTR2A ag -4.
Screening CSc1ccc(S(=O)(=O)NCC(=O)OCC(=O)N(Cc2ccccc2)C(C)C)cc1[N+](=O)[O-] returned H9c2 protect -8, PDI turbidity -3, ABHD5 PLIN5 PPI -5, ABCB6 inh 2 98, MC4R antagonist -7, MC4R barr agon -1.0, Granule exo inh -4, CaV13 ICDI inh -6, Glyco luc inh -1 and HTR2A ag 12.
CCCS(=O)(=O)NC(=O)C1(C)CCCN(C(=O)c2ccc(C(F)(F)F)nc2C)C1 (centres undefined) was read as H9c2 protect -6, PDI turbidity -3, ABHD5 PLIN5 PPI -5, ABCB6 inh 2 92, MC4R antagonist 28, MC4R barr agon 2.0, Granule exo inh -1, CaV13 ICDI inh -6, Glyco luc inh 1 and HTR2A ag -1.
Screening CCC(C)(C)C1CCC2(CC1)NC(=O)N(CC(=O)N(C)CC(=O)Nc1ccccc1C(F)(F)F)C2=O (centres undefined) returned H9c2 protect -5, PDI turbidity 5, ABHD5 PLIN5 PPI -9, ABCB6 inh 2 102, MC4R antagonist 9, MC4R barr agon -0.7, Granule exo inh -4, CaV13 ICDI inh -2, Glyco luc inh -3 and HTR2A ag 6.
CCOC(=O)NC1(C(F)(F)F)C(=O)N(Cc2ccccn2)C2=C1C(=O)CC(C)(C)C2 (centres undefined) was read as H9c2 protect 3, PDI turbidity 6, ABHD5 PLIN5 PPI 2, ABCB6 inh 2 80, MC4R antagonist -2, MC4R barr agon 0.5, Granule exo inh -3, CaV13 ICDI inh -4, Glyco luc inh 0 and HTR2A ag 1.
Cc1ccc(S(=O)(=O)N2CCC(C(=O)OCC(=O)NC(C)c3ccc(F)cc3)CC2)cc1C (centres undefined) was read as H9c2 protect -1, PDI turbidity 4, ABHD5 PLIN5 PPI -9, ABCB6 inh 2 98, MC4R antagonist 21, MC4R barr agon 0.3, Granule exo inh -10, CaV13 ICDI inh -14, Glyco luc inh -1 and HTR2A ag -4.
`Cc1ccc2c(CN3CCN(S(=O)(=O)c4ccc(Cl)cc4)CC3)cc(=O)oc2c1C` gave H9c2 protect -7, PDI turbidity 5, ABHD5 PLIN5 PPI 1, ABCB6 inh 2 90, MC4R antagonist 14, MC4R barr agon -0.2, Granule exo inh -8, CaV13 ICDI inh -7, Glyco luc inh -4 and HTR2A ag -10.
`COc1ccc(NC(=O)NCCCCc2ccccc2)cc1` gave H9c2 protect -4, PDI turbidity 1, ABHD5 PLIN5 PPI 6, ABCB6 inh 2 100, MC4R antagonist 11, MC4R barr agon -0.4, Granule exo inh 0, CaV13 ICDI inh -10, Glyco luc inh 0 and HTR2A ag 3.
COc1ccc(C)cc1S(=O)(=O)N(CC(=O)N1CCCC1)c1ccccc1 was read as H9c2 protect 6, PDI turbidity 13, ABHD5 PLIN5 PPI 3, ABCB6 inh 2 97, MC4R antagonist 8, MC4R barr agon -1.3, Granule exo inh 0, CaV13 ICDI inh -11, Glyco luc inh 0 and HTR2A ag 9.
COc1ccc(OCCOc2ccc(S(=O)(=O)N3CCCC3)cc2C(N)=O)cc1 was read as H9c2 protect -1, PDI turbidity 10, ABHD5 PLIN5 PPI 9, ABCB6 inh 2 96, MC4R antagonist 7, MC4R barr agon -1.8, Granule exo inh -4, CaV13 ICDI inh -6, Glyco luc inh -1 and HTR2A ag 1.
Screening CS(=O)(=O)N1CCN(c2ccccc2NC(=O)c2cccc3ccccc23)CC1 returned H9c2 protect 5, PDI turbidity -7, ABHD5 PLIN5 PPI 3, ABCB6 inh 2 98, MC4R antagonist 4, MC4R barr agon -1.5, Granule exo inh 0, CaV13 ICDI inh -4, Glyco luc inh -1 and HTR2A ag -4.
`CCNc1nc(NC(C)C)nc(N(C#N)CC(=O)OC)n1` gave H9c2 protect 14, PDI turbidity -4, ABHD5 PLIN5 PPI 0, ABCB6 inh 2 101, MC4R antagonist 3, MC4R barr agon -4.2, Granule exo inh -2, CaV13 ICDI inh -2, Glyco luc inh 4 and HTR2A ag -1.
For O=C(NCc1ccco1)C1CN(S(=O)(=O)c2ccccc2)CCN1S(=O)(=O)c1ccccc1 (centres undefined) the results were H9c2 protect 3, PDI turbidity 0, ABHD5 PLIN5 PPI 6, ABCB6 inh 2 96, MC4R antagonist 11, MC4R barr agon -2.3, Granule exo inh -3, CaV13 ICDI inh -5, Glyco luc inh 0 and HTR2A ag 1.
For CC(C)CC(=O)Nc1cccc2c1C(=O)N(c1ccccc1)C2=O the results were H9c2 protect 5, PDI turbidity -7, ABHD5 PLIN5 PPI -2, ABCB6 inh 2 107, MC4R antagonist 12, MC4R barr agon -0.5, Granule exo inh 1, Glyco luc inh 2 and HTR2A ag -4.
O=S(=O)(Nc1cccc(S(=O)(=O)N2CCCCC2)c1)c1ccc(Cl)s1 was read as H9c2 protect -2, PDI turbidity -43, ABHD5 PLIN5 PPI 0, ABCB6 inh 2 105, MC4R antagonist 3, MC4R barr agon 0.4, Granule exo inh -2, Glyco luc inh 0 and HTR2A ag 5.

Random excerpt: two entries already listed
For O=C(NCc1ccco1)C1CN(S(=O)(=O)c2ccccc2)CCN1S(=O)(=O)c1ccccc1 (centres undefined) the results were H9c2 protect 3, PDI turbidity 0, ABHD5 PLIN5 PPI 6, ABCB6 inh 2 96, MC4R antagonist 11, MC4R barr agon -2.3, Granule exo inh -3, CaV13 ICDI inh -5, Glyco luc inh 0 and HTR2A ag 1.
`COc1ccc(NC(=O)NCCCCc2ccccc2)cc1` gave H9c2 protect -4, PDI turbidity 1, ABHD5 PLIN5 PPI 6, ABCB6 inh 2 100, MC4R antagonist 11, MC4R barr agon -0.4, Granule exo inh 0, CaV13 ICDI inh -10, Glyco luc inh 0 and HTR2A ag 3.
